High-throughput results deposited in PubChem BioAssay by several laboratories.
Lipid droplet: inhibitors of hepatocyte lipid droplet formation, primary screen, imaging, high-throughput imaging, BODIPY stain; AML12 mouse hepatocytes, oleate lipid droplets; inhibition, % at 6.5 µM; AID 1656, 2009; 240,000 compounds, 0.4% hits;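 active = lipid droplet intensity inhibited by at least 50%, with more than 500 cells counted; inconclusive = wells with under 300 cells, treated as cytotoxic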
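Material – AML12 mouse liver cells · Also added – oleate loading, 100 µM · Compound dosing – 6.5 µM single-point dosing · Times – overnight treatment with compound plus oleate · Measured by – fluorescence imaging, 20x objective, two fields per well · Read-out – percent inhibition of filter-corrected integrated lipid droplet intensity per well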
NS5 inhibitors: Dengue-2 NS5 methyltransferase inhibitors, primary screen, biochemical, confirmation dose response (AID 588689) | 340,000 compounds, 0.3% hits | one-dose inhibition, % at 25 µM; IC50 in µM for titrated hits | Genome polyprotein (Dengue virus type 2 (strain 16681-PDK53)) | Dengue-2 NS5 methyltransferase capping enzyme assay, biochemical; higher % means a stronger effect; in the data active = a potency from the dose series; inconclusive = inhibition above about 29% without an active follow-up result
SIAH1 antagonists: Siah-1 peptide-binding antagonists, primary screen, biochemical, fluorescence polarization, rhodamine-plectin, uHTS (AID 1817) | displacement, % at 20 µM; hits with a dose series show IC50 in µM | Siah-1 / rhodamine-plectin peptide fluorescence polarization; higher % means a stronger effect | 290,000 compounds, 0.02% hits;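 active = displacement of at least 50% at 20 µM, with a fluorescence ratio check between 0.3 and a set limit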;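 note: plate controls were Siah plus tracer with DMSO for no effect and tracer alone without Siah for full effect; strong numbers were not always called active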
AID2073: inhibitors of Mint1-CaV2.2 protein interaction, biochemical, HTRF (AID 2073). HTRF protein-protein interaction, Mint1-CaV2.2; higher % means a stronger effect. one-dose inhibition, % at 20 µM; IC50 in µM for titrated hits. 290,000 compounds, 0.19% hits; in the data active = inhibition mostly above about 51%, no sharp cut-off; inconclusive = no clear call, values can overlap the other calls; inactive = mostly below about 53%; note: some results filed as inactive read as strong as hits
LYP phosphatase: inhibitors of LYP phosphatase, biochemical, fluorescence intensity, uHTS (AID 1779) | inhibition, % at 11.5 µM, or IC50 in µM where a hit was titrated | Tyrosine-protein phosphatase non-receptor type 22 (Homo sapiens) | recombinant LYP phosphatase, fluorescence intensity; higher % means a stronger effect | 290,000 compounds, 0.054% hits;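 note: plate controls were vehicle with enzyme for no effect and no enzyme for full effect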
Myeloid diff 2: induction of myeloid progenitor differentiation, primary screen, cell-based, flow cytometry, MLPCN library | ER-HoxA9 myeloid progenitors, lysozyme-GFP differentiation | calls only at 10 µM | 360,000 compounds, 1% hits | AID 624256, 2012;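 active = normalized GFP-positive differentiation at or above the plate's own cutoff, the solvent-only control mean plus 3 SD; inconclusive = no clear call, values can overlap the other calls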;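 note: cells exposed to compound for four days before flow analysis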
HIV fusion peptide: inhibitors of HIV fusion peptide binding, primary screen, biochemical, uHTS, fluorescence dequenching (AID 1986); cell-free peptide binding, fluorescence dequenching, 30 min; higher % means a stronger effect; inhibition, % at 20 µM, or IC50 in µM where a hit was titrated; 290,000 compounds, 0.3% hits; in the data active = inhibition mostly above about 52%, no sharp cut-off; inactive = mostly below about 76%; note: some results filed as inactive read as strong as hits
XIAP antagonists: XIAP antagonists, biochemical, IAP family, fluorescence polarization (AID 1018) | XIAP BIR domain, fluorescence polarization peptide displacement; higher % means a stronger effect | displacement, % at 20 µM, or IC50 in µM where a hit was titrated | E3 ubiquitin-protein ligase XIAP (Homo sapiens) | 200,000 compounds, 0.007% hits; in the data active = displacement above about 50%; note: a part of the inactive calls stands beside numbers as strong as those of hits
HEK293 NOD2/NF-kB: NOD2 signaling inhibitors, cell-based, luminescence, uHTS, HEK293 (AID 1566); HEK293 NOD2/NF-kB luciferase reporter, luminescence; higher % means a stronger effect; inhibition, % at 4 µM, or EC50 in µM where a hit was titrated; 290,000 compounds, 0.63% hits; note: many of its hits are not listed in these tables
Lipid droplet cells 6.5 µM: also measured in Lipid droplet; calls as there; cell count; measured here: cell count, cytotoxicity flag;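 cells counted across two imaged fields per well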
Myeloid diff 2 GFP+ MAC1+ %: recorded beside Myeloid diff 2, whose call it bears; GFP+ MAC1+ double positive, %; measured here: differentiation confirmed by MAC1 staining
Starred values were filed as active, the others as inactive; i = inactive; ? = inconclusive; . = no result given. Cut-off read from the data, not from the text of the source, unless noted: active = inhibition above about 50%; inactive = the rest.

SMILES	Lipid droplet	Lipid droplet cells 6.5 µM	NS5 inhibitors	SIAH1 antagonists	AID2073	LYP phosphatase	Myeloid diff 2	Myeloid diff 2 GFP+ MAC1+ %	HIV fusion peptide	XIAP antagonists	HEK293 NOD2/NF-kB
O=C(CCN1CCN(c2ccccc2F)CC1)Nc1ccccc1F	.	.	1%	0%	1%	-7%	i	0.9	2.3%	-4.4%	-13%
COc1ccccc1NC(=O)N1CCCC1C(=O)NC12CC3CC(CC(C3)C1)C2 (configuration not stated)	0	722	-2%	-8%	0%	-9%	i	0.9	-1.5%	-6.0%	-5%
COc1ccc(CCN2C(=O)NC(NC(=O)CC(C)C)(C(F)(F)F)C2=O)cc1OC (configuration not stated)	-16	701	-6%	0%	-1%	-6%	i	0.5	-2.9%	-10%	3%
COc1cccc(CNC(=O)CN2C(=O)COc3ccc(S(=O)(=O)N4CCCCCC4)cc32)c1	11	711	0%	1%	0%	-8%	i	4.1	-1.1%	.	16%
Cc1ccc(COc2ccc3c(c2)OCO3)cc1	-4	786	1%	2%	9%	-7%	i	1.0	-1.4%	.	-19%
CCN1CCN(Cc2c(O)c(Cl)cc3c(C)cc(=O)oc23)CC1	.	.	4%	2%	14%	-38%	i	0.5	1.4%	2.6%	3%
O=C1NC(Cc2c[nH]c3ccccc23)C(=O)N1Cc1ccccc1 (configuration not stated)	-23	793	-4%	7%	3%	-8%	i	0.5	-0.9%	.	-1%
CN1C(=O)/C(=C\c2ccc(-c3ccccc3)o2)SC1=S	0	723	-4%	-2%	40%	2%	i	0.4	62%	-5.2%	-13%
Cc1ccc(NS(=O)(=O)c2ccc(Cl)s2)cc1S(=O)(=O)N(C)C	-25	635	-1%	-1%	5%	-7%	i	0.3	3.9%	-1.6%	-6%
CN(C)CCN(Cc1ccco1)C(=O)c1cc2c(Cl)nc3ccccc3c2s1	-14	696	-2%	-8%	-11%	-4%	i	0.3	-1.3%	-4.6%	15%
CCc1ccc(NC(=O)CSc2nc3[nH]ncc3c(=O)[nH]2)cc1	8	689	-8%	-1%	-8%	0%	i	0.2	1.0%	-11%	0%
COc1cc(C(=O)NCc2ccccc2)cc(Br)c1OC	0	738	-7%	-6%	3%	-2%	i	0.1	1.4%	-5.2%	5%
CCCCN(C)CCNC(=O)c1cc2c(=O)[nH]c3ccccc3c2n1C	28	712	-6%	-5%	13%	-7%	i	0.5	-0.5%	.	-23%
COc1ccc(S(=O)(=O)Cc2ccc(C(=O)NCc3ccccc3OC)o2)cc1	0	755	1%	13%	-4%	-12%	?	.	0.7%	.	5%
O=C(CN1C(=O)COc2ccccc21)NCCN1CCCC1	-1	775	-3%	-1%	-3%	-12%	i	2.9	-0.5%	.	8%
CCC(C)[C@@H](CN(N=O)[C@@H](Cc1ccccc1)CN(C)N=O)N(CCc1ccccc1)N=O (some centres not stated)	-28	636	-3%	1%	9%	-2%	i	1.5	0.2%	-2.0%	-8%
OCc1cn(-c2ccccc2)nc1-c1ccc2c(c1)OCCO2	2	771	0%	-2%	7%	-8%	i	0.2	-2.1%	-3.2%	-45%
Cc1ccc(NCC(=O)Nc2c(C)n(C)n(-c3ccccc3)c2=O)cc1S(=O)(=O)N(C)C	1	713	-1%	2%	1%	-6%	i	0.7	-1.4%	.	13%
COC(=O)COc1ccc2c(=O)c(-c3ccccc3OC)coc2c1	9	663	4%	7%	27%	-7%	i	0.2	3.7%	-0.7%	11%
O=S(=O)(NCc1csc(-c2cccnc2)n1)c1cccs1	-2	619	-1%	1%	19%	3%	i	0.8	2.7%	-6.3%	-7%
COC(=O)c1cc(S(=O)(=O)NCc2ccccc2Cl)c[nH]1	-2	745	-1%	-1%	-4%	-8%	i	2.0	1.7%	.	-1%
Cc1cccnc1NC(=O)C1CCCN(S(=O)(=O)c2ccc3c(c2)oc(=O)n3C)C1 (configuration not stated)	.	.	-3%	1%	4%	-10%	i	2.0	3.6%	-2.2%	3%
COc1ccc(Cl)cc1NC(=O)C(=O)NCc1ccncc1	4	669	-1%	0%	-6%	-4%	i	0.4	1.2%	-7.9%	22%
O=C(c1ccc(N2CCOCC2)cc1[N+](=O)[O-])N1CCOCC1	-2	696	.	16%	-11%	-5%	i	0.5	-1.9%	-4.8%	-2%
COc1ccc(S(=O)(=O)n2nc(OC(C)=O)cc2N)cc1	-1	728	9%	0%	-42%	-3%	i	1.1	12%	-5.1%	19%
CCOC(=O)c1cnc2cc(Cl)c(OC)cc2c1NCC1CCCO1 (configuration not stated)	.	.	1%	-2%	7%	-3%	i	0.9	-1.9%	1.9%	8%
O=C(CC1C(=O)NC2CCCCC2N1C(=O)c1ccc([N+](=O)[O-])cc1)Nc1ccccc1 (configuration not stated)	27	697	-5%	-3%	2%	-3%	i	0.5	-0.8%	-1.3%	16%
CS(=O)(=O)N1CCC(C(=O)NCc2ccc(F)cc2Cl)CC1	-8	739	-7%	-3%	5%	-8%	i	2.0	0.7%	1.3%	11%
Cc1ccc(NC(=S)NCCc2ccc(Cl)cc2)c(C)c1	0	769	3%	6%	2%	-10%	i	0.5	1.5%	.	-10%
Cc1ccc(CNC(=O)CN2C(=O)COc3ccc(S(=O)(=O)N4CCC(C)CC4)cc32)o1	14	720	-5%	0%	10%	-6%	i	0.0	-1.2%	.	10%
CC1(C)CC(=O)c2sc(NC(=O)C3COc4ccccc4O3)nc2C1 (configuration not stated)	-5	630	1%	-2%	20%	3%	i	2.9	1.7%	-5.1%	-27%
CN1CCN(c2nc(-c3cc4ccccc4o3)cs2)CC1	20	668	2%	0%	-12%	3%	i	0.8	0.7%	-2.4%	-106%
CCOc1ccc(/C=N/O)cc1	9	769	-9%	2%	2%	-9%	i	1.4	1.6%	-3.9%	-3%
O=C(Nn1c(-c2ccc(F)cc2)nc2ccccc2c1=O)c1cccnc1	0	659	1%	2%	9%	5%	i	0.0	-1.0%	-5.7%	8%
CCCCCCCC(=O)N/N=C/c1cccnc1	13	721	-7%	1%	1%	-9%	i	2.1	0.5%	-4.3%	14%
Cc1occc1-c1nnc(SCC(=O)c2c[nH]c3ccccc23)n1C	.	.	-9%	-1%	8%	-9%	i	1.5	1.8%	-6.2%	24%
CC1CCCN(S(=O)(=O)c2cc3c4c(c2)C(C)C(=O)N4CCC3)C1 (configuration not stated)	-12	698	2%	0%	4%	-10%	i	0.2	0.2%	.	5%
COc1ccc(-n2c(=S)[nH]c3ncccc3c2=O)cc1	-20	649	-1%	17%	-5%	-6%	i	0.7	-1.5%	.	34%
CC(=O)Nc1ccc(S(=O)(=O)NCCC(=O)NCC2COc3ccccc3O2)cc1 (configuration not stated)	0	787	0%	-3%	13%	-9%	i	0.6	-0.5%	.	-3%
C=CCNC(=S)N/N=C/c1ccc(-c2ccc(Br)cc2)o1	-4	682	-7%	4%	-20%	1%	i	1.0	8.4%	-6.9%	2%
COc1ccc(OC)c(S(=O)(=O)NC2CC2)c1	.	.	-7%	0%	0%	-8%	i	0.6	-0.9%	.	6%
CC(C)C(NC=C1C(=O)OC(C)(C)OC1=O)C(=O)O (configuration not stated)	-8	685	-7%	3%	18%	-3%	i	0.8	-0.7%	74%	-9%
O=C(Cc1ccccc1)NCc1ccncc1	4	644	-5%	0%	6%	-8%	i	0.3	-1.3%	-0.5%	8%
COC(=O)CCCCCCCCC(O)CN1CCCCC1 (configuration not stated)	11	659	-8%	1%	6%	0%	i	0.2	1.8%	-8.8%	-6%

Reprinted from the listing, 11 compounds:
SMILES	Lipid droplet	Lipid droplet cells 6.5 µM	NS5 inhibitors	SIAH1 antagonists	AID2073	LYP phosphatase	Myeloid diff 2	Myeloid diff 2 GFP+ MAC1+ %	HIV fusion peptide	XIAP antagonists	HEK293 NOD2/NF-kB
O=C(Nn1c(-c2ccc(F)cc2)nc2ccccc2c1=O)c1cccnc1	0	659	1%	2%	9%	5%	i	0.0	-1.0%	-5.7%	8%
CCCCCCCC(=O)N/N=C/c1cccnc1	13	721	-7%	1%	1%	-9%	i	2.1	0.5%	-4.3%	14%
Cc1occc1-c1nnc(SCC(=O)c2c[nH]c3ccccc23)n1C	.	.	-9%	-1%	8%	-9%	i	1.5	1.8%	-6.2%	24%
CC1CCCN(S(=O)(=O)c2cc3c4c(c2)C(C)C(=O)N4CCC3)C1 (configuration not stated)	-12	698	2%	0%	4%	-10%	i	0.2	0.2%	.	5%
COc1ccc(-n2c(=S)[nH]c3ncccc3c2=O)cc1	-20	649	-1%	17%	-5%	-6%	i	0.7	-1.5%	.	34%
CC(=O)Nc1ccc(S(=O)(=O)NCCC(=O)NCC2COc3ccccc3O2)cc1 (configuration not stated)	0	787	0%	-3%	13%	-9%	i	0.6	-0.5%	.	-3%
C=CCNC(=S)N/N=C/c1ccc(-c2ccc(Br)cc2)o1	-4	682	-7%	4%	-20%	1%	i	1.0	8.4%	-6.9%	2%
COc1ccc(OC)c(S(=O)(=O)NC2CC2)c1	.	.	-7%	0%	0%	-8%	i	0.6	-0.9%	.	6%
CC(C)C(NC=C1C(=O)OC(C)(C)OC1=O)C(=O)O (configuration not stated)	-8	685	-7%	3%	18%	-3%	i	0.8	-0.7%	74%	-9%
O=C(Cc1ccccc1)NCc1ccncc1	4	644	-5%	0%	6%	-8%	i	0.3	-1.3%	-0.5%	8%
COC(=O)CCCCCCCCC(O)CN1CCCCC1 (configuration not stated)	11	659	-8%	1%	6%	0%	i	0.2	1.8%	-8.8%	-6%

This is a subset; the hit share may differ from the screen's.
